Screening results as filed in PubChem BioAssay.
BRCA1 expr up – activators of BRCA1 expression. MCF7-BRCA1-FFLuc reporter, luminescence, 48 h; response scale: scaled: vehicle 0%, 10 µM genistein 100%. Potency, µM (highest dose often 46.1 µM), for the others: at the highest dose activation, usual class: activators. 1.1% of 380,000 active. AID 624202; further: potency means the concentration at half of the fitted maximal effect; nearly all actives have a fitted effect of over 80% in size; some results filed as inactive show a strong effect at the top dose
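Compounds are tested at multiple concentrations on MCF7 BRCA1-luciferase reporter cells seeded at 2000 per well; after 48 h, a single luminescence end-point is taken and curves fitted to the normalized data.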
USP2a block – inhibitors of human ubiquitin-specific protease USP2a | USP2 core, Ub-CHOP2 coupled fluorogenic reporter, 485/531 | AID 463254 | Potency, µM (top dose mostly 38.3 µM), inactives show top-dose activity change, negative = inhibition, most hits filed as inhibitors | 0.01% of 330,000 active | O75604;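 further: potency means the concentration at half of the fitted maximal effect; plate controls were DMSO wells for no effect and full inhibition by NEM control for full effect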
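Deubiquitinase activity read as fluorescence (485/531 nm) after Ub-CHOP2 cleavage activates the enterokinase reporter on its substrate; USP2 core 10nM, Ub-CHOP2 and substrate 25nM each, 30min compound preincubation then 60min RT; data normalized to NEM, curves fitted.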
ASM inhibitor – human S-ASM enzyme inhibition; P17405; placental ASM, HMU-PC fluorogenic substrate, 60 min; Potency, µM (titrated, usually from 57.5 µM), for inactives: at the highest dose activity change, negative = inhibition, hits mostly inhibitors; 0.006% of 340,000 active; AID 504937; further: potency means the concentration at half of the fitted maximal effect
Target sequence (P17405 47-631 limits assumed): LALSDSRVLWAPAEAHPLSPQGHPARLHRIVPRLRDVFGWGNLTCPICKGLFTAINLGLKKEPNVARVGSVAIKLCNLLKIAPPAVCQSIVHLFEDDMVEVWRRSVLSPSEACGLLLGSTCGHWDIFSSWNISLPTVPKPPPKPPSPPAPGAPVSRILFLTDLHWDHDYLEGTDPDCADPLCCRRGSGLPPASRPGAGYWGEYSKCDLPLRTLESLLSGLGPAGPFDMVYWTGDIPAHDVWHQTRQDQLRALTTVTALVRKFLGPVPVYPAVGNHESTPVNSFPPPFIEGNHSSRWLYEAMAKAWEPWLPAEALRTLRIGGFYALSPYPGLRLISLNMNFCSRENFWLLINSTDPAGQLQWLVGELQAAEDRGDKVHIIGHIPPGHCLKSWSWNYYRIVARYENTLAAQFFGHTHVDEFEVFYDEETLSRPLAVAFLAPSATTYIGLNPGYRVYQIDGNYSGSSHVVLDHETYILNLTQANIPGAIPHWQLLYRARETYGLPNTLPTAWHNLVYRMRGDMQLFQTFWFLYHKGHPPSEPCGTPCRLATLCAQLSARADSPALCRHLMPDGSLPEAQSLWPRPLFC
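Human placenta-derived ASM preincubated with compound 10 min at room temperature, then reacted with 9 uM (final) fluorogenic HMU-PC substrate for 60 min at 37 C. Stop solution raises pH to 10; fluorescence read at Ex 386/Em 447 nm.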
Eya2 inh – blocks the phosphatase activity of human Eya2; recombinant Eya2, OMFP fluorescence dephosphorylation (OMFP is methylfluorescein phosphate); Potency, µM (doses to about 76.9 µM), for inactives: at the highest dose activity, negative = inhibition, usual class: inhibitors; 0.006% of 330,000 active; further: potency means the concentration at half of the fitted maximal effect; on the % scale 0 is the no-effect control and ±100 the full control effect
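Eya2 protein (added as 0.2 uM solution) was preincubated with compound for 10 min at ambient temperature in 50 mM HEPES pH 7.5, 50 mM NaCl, 5 uM MgCl2, 0.05% BSA, 1 mM DTT. OMFP (added at 50 uM) then reacted 10 min; fluorescence read at 485/525 nm.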
ELG1 genotoxic – inducers of genotoxicity in HEK293T ELG1-luciferase cells | HEK293T ELG1-luciferase reporter, luminescence, 16 h | Potency, µM (titrated, usually from 46 µM), for the others: at the top dose activity change, positive = activation, hits mostly activators | 1.3% of 330,000 active; further: potency means the concentration at half of the fitted maximal effect; % of control where 0% means no effect; nearly all actives have a fitted effect of over 60% in size
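DMSO vehicle served as control against compound-treated ELG1-luciferase HEK293T cells; exposure lasted 16 hr at 37 °C and 5% CO2, followed by ONE-Glo luminescence detection after 30 min.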
TRPV1 ag – human TRPV1 agonism; Q8NER1; TRPV1-expressing cells, Fluo-8 calcium influx, agonist mode; activation, % at 8.33 µM; 0.19% of 320,000 active; in the data active means activation above about 80%; inconclusive means between about 30% and that limit; further: 0% is about no effect
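Fluo-8 calcium influx in TRPV1-expressing cells, kinetic read (ex 480/em 520 nm). Compound added and read 3 min for agonist activity, followed by capsaicin at EC20 final and 2 min further read for enhancement.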
uPA surface inh – inhibitors of cell surface uPA generation; cell surface uPA generation assay, qHTS; Potency, µM (doses to about 38.3 µM), without a hit: at the highest dose activity change, negative = inhibition, actives largely listed as inhibitors; 0.31% of 330,000 active; AID 540303; active means well fitted inhibition curve with a large enough effect; inconclusive means small, poorly fitted or top-dose-only effect; inactive means no such curve, though single readings can be large or run the other way; tested in mouse RAW 264.7 cells; further: potency means the concentration at half of the fitted maximal effect; on the % scale 0 is the no-effect control and ±100 the full control effect; nearly all actives have a fitted effect of over 55% in size
B2AR arrestin – agonists driving beta-arrestin recruitment to human beta2-adrenergic receptor. Potency, µM (series often up to 46.1 µM), inactives show at the highest dose activation, hits mostly activators. beta-arrestin recruitment to beta2AR, cell-based reporter. AID 492947. 0.02% of 330,000 active. P07550;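 further: potency means the concentration at half of the fitted maximal effect; 0% = DMSO controls and full agonism = EC100 isoproterenol or metaproterenol; nearly all actives have a fitted effect of over 65% in size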
Target sequence (P07550 whole entry, looked up): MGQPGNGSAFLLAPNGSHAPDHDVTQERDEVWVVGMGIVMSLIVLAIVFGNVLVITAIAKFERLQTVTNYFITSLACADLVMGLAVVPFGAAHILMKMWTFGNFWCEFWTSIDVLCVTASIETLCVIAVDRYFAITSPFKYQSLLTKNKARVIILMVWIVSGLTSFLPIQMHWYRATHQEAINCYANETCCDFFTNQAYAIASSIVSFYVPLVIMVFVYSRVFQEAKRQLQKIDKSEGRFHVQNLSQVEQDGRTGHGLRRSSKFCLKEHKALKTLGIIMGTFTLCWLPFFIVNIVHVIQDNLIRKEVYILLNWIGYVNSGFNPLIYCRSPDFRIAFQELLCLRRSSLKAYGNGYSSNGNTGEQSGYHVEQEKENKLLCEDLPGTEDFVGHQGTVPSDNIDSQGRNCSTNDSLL
Integrin act MD – activators of alpha7 integrin expression for muscular dystrophy. alpha7betagal myoblasts, beta-gal FDG fluorescence, 48 h. Potency, µM (series often up to 38.3 µM), for inactives: at the top dose activation, hits mostly activators. 0.064% of 350,000 active. AID 624291;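 further: potency means the concentration at half of the fitted maximal effect; 100% = response of the positive control SU9516; nearly all actives have a fitted effect of over 60% in size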
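alpha7betagal+/- myoblasts (passage 13, 250/well) treated 48 h at 37C with compounds at 1:260 dilution of DMSO stock. Lysed, then beta-galactosidase activity read as FDG fluorescence (ex 480/em 540) after 30 min, with pre-read for autofluorescence.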
TSG101-PTAP inh – blocks PTAP/TSG101 interaction to inhibit HIV-1 budding. Fluorescence polarization, FITC-PTAP peptide / Tsg101 binding. 340,000 tested, under 10 active. Potency, µM (series often up to 115 µM), for inactives: at the top dose activity change, negative = inhibition, hits mostly inhibitors. AID 493005; active means well fitted inhibition curve with a large enough effect in the main read-out, with a control signal flat, not every such curve was filed as active; inconclusive means small, poorly fitted or top-dose-only effect, or effect the other way, or a change in a side signal; inactive means no such curve, though single readings can be large or run the other way; further: potency means the concentration at half of the fitted maximal effect; % of control where 0% means no effect
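Compounds were pin-transferred onto Tsg101 binding domain (10 uM final) in HEPES pH 7.5 buffer, then FITC-PTAP peptide was added at 50 nM final. After 20 min at RT, polarization reported peptide displacement across a qHTS concentration series.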
p53 reactivator – restores transcriptional activity of mutant p53 | H1299 p53-A138V BP100-luciferase reporter, luminescence, 24 h | Potency, µM (doses to about 92.2 µM), for inactives: top-dose activity change, positive = activation, actives largely listed as activators | 0.063% of 320,000 active | AID 504706; further: potency means the concentration at half of the fitted maximal effect; % of control where 0% means no effect; nearly all actives have a fitted effect of over 45% in size
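p53-null H1299 cells stably carrying temperature-sensitive p53-A138V and a BP100-luciferase reporter were pinned with compounds (4-point, 1:5 series) and held 24 hrs at 37 deg C. Luminescence was read 10 min after detection reagent.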
Numbers without * were called inactive; ? = inconclusive; / = not tested or not shown; [ ] = remark or other dose. Unless noted, the call rests on the fitted dose curve; in most records, active means well fitted curve in the direction sought with a large enough effect; inconclusive means small, poorly fitted or top-dose-only effect, or another doubt; inactive means no such curve, though single readings can be large; an effect the other way counts as inactive or inconclusive.

SMILES	BRCA1 expr up	USP2a block	ASM inhibitor	Eya2 inh	ELG1 genotoxic	TRPV1 ag	uPA surface inh	B2AR arrestin	Integrin act MD	TSG101-PTAP inh	p53 reactivator
Cc1cc(C)c2cc(C(=O)N3CCC(Cc4ccccc4)CC3)[nH]c2c1	-24%	0%	-1%	-15%	-6%	1	0%	-0.3%	-23%	0%	16%
CCN(CC)C(=O)[C@H]1C[C@H](CC(=O)NCC23CC4CC(CC(C4)C2)C3)C(=O)N2CCc3c([nH]c4ccc(Cl)cc34)[C@]12C	-73%	-2%	-12%	-5%	-6%	/	?	-0.3%	17%	-8%	6%
CCC(=O)N(Cc1cc(=O)[nH]c2ccccc12)C1CCCCC1	-35%	1%	-3%	9%	6%	-1	-1%	-0.9%	4%	-4%	2%
Cn1c(=O)c(C(=O)NNC(=O)c2ccccc2Cl)c(O)c2ccccc21	-66%	-8%	-11%	-2%	-6%	1	0%	15%	?	1%	6%
CC(C)(C)C(=O)N1CCN(c2nc3ccc(Cl)cc3s2)CC1	?	0%	20%	6%	?	?	-3%	-0.4%	-21%	-3%	10%
CC1CCc2sc(C(=O)N3CCC(C(N)=O)CC3)cc2C1 (stereo not drawn)	181%	-3%	30%	-10%	?	?	?	0.1%	0%	3%	?
CCN(C(=O)c1cccc(S(=O)(=O)N2CCc3ccccc32)c1)C1CCS(=O)(=O)C1 (stereo not drawn)	18%	-1%	-4%	25%	0%	0	2%	-0.6%	21%	0%	5%
COc1cc(OC)cc(OCC(O)Cn2ccnc2C)c1 (stereo not drawn)	27%	3%	-1%	-2%	-2%	28	-1%	-0.5%	-2%	0%	-6%
CCCC1(C(=O)OC)NC(c2ccco2)C2C(=O)N(C)C(=O)C21 (stereo not drawn)	-11%	1%	4%	4%	1%	-1	2%	-0.1%	?	-1%	4%
CCOC(=O)CN(C(=O)CNC(=O)c1ccco1)C(C(=O)NC1CCCCC1)c1cccc(OC)c1 (stereo not drawn)	-8%	-1%	-1%	-7%	?	3	3%	-0.2%	-33%	-4%	12%
COc1ccc(NC(=O)CSc2nc3ccsc3c(=O)n2CCCCCC(=O)O)cc1	-13%	-2%	3%	13%	2%	1	/	0.2%	0%	0%	-1%
CC(C)Oc1ccccc1/C=N/NC(=O)C1CCCC1	2%	7%	0%	4%	4%	8	3%	-0.2%	3%	-1%	12%
COc1cccc(CN2C(=O)CCC2(C)C(=O)NC2CCCCC2)c1 (stereo not drawn)	2%	3%	5%	-2%	2%	-2	-2%	-0.6%	20%	1%	0%
CC[C@]12c3[nH]c4ccc(Cl)cc4c3CCN1C(=O)[C@@H](CC(=O)NCCCOC)C[C@@H]2C(=O)N1CCN(C(=O)c2ccco2)CC1	8%	-7%	-1%	2%	9%	/	11%	-0.8%	-24%	-3%	-4%
Cc1ccc2c(c1)N(CC(=O)NCCCN1CCCCC1C)C(=O)c1cccnc1O2 (stereo not drawn)	-9%	1%	105%	9%	2%	-3	4%	-0.8%	33%	-1%	6%
CCOc1ccc(N2C(=O)CC(N3CCN(c4ccccc4F)CC3)C2=O)cc1 (stereo not drawn)	5%	2%	-1%	24%	2%	0	-3%	-0.2%	-3%	-4%	3%
O=C(COC(=O)c1ccccc1)Nc1ncc([N+](=O)[O-])s1	58%	0%	-5%	8%	-2%	/	-4%	-0.4%	-1%	-5%	?
Cn1cccc1C(=O)OCC(=O)NCCCc1ccccc1	38%	0%	2%	-22%	1%	/	3%	3.9%	-17%	0%	16%
CC(=O)c1cccc(NC(=S)NC(=O)c2ccccc2)c1	?	-1%	5%	0%	?	18	-3%	-0.5%	3%	2%	?
S=C(NCCc1ccccc1)NCC1CCCO1 (stereo not drawn)	?	1%	2%	-4%	3%	12	0%	0.1%	13%	0%	15%
CCN(CC)S(=O)(=O)c1cccc(-c2n[nH]c(=S)n2Cc2ccccc2)c1	-1%	0%	-2%	3%	-7%	2	-8%	0.1%	-9%	-3%	-5%
COCCn1c(C)cc(C(=O)CSc2ncn[nH]2)c1C	65%	-1%	2%	16%	12%	1	/	1.0%	0%	-3%	?
COc1c(C)cc(Br)cc1C(=O)Nc1ccc(C)cc1[N+](=O)[O-]	-22%	2%	0%	3%	10%	1	-4%	0.1%	17%	-1%	-10%
N#Cc1ccsc1NC(=O)CSc1ncn[nH]1	19%	0%	-1%	-6%	?	1	0%	0.2%	-3%	-9%	18%
CCCn1nc(C(=O)NNC(=O)c2cccc(S(=O)(=O)NC(C)C)c2)c2ccccc2c1=O	1%	-1%	1%	0%	-3%	-1	0%	-0.7%	0%	1%	1%
C[C@@H]1C=C(C(=O)NC2CC2)O[C@H](OCc2ccc(CO)cc2)C1	7%	0%	5%	11%	8%	3	2%	4.3%	-11%	-2%	19%
CC1=C(C(=O)OC2CCCCC2)C(c2ccc(C)o2)C2=C(CCCC2=O)N1 (stereo not drawn)	-22%	-9%	22%	9%[15.4 µM]	2%	-1	8%	-1.0%	-16%	2%	-3%
CCc1ccc(CNC(=O)c2ccc(OC3CCN(C(C)=O)CC3)c(OC)c2)nc1	-12%	3%	0%	7%	-1%	-2	-11%	0.4%	21%	1%	-9%
COc1ccc(N(Cc2cc3cccc(C)c3[nH]c2=O)S(=O)(=O)c2ccc(Cl)cc2)cc1	-59%	2%	7%	-2%	-7%	2	-8%	0.4%	9%	4%	1%
O=C(O)/C=C/C(=O)Nc1ccc(OC(F)(F)F)cc1Br	-7%	-1%	3%	10%	-2%	-7	1%	-0.1%	11%	0%	-6%
O=C(Nc1ccccc1N1CCOCC1)C1=NN(c2ccccc2)C(=O)CC1	-42%	0%	-6%	4%	-17%	16	2%	0.0%	-7%	-4%	5%
O=C(/C(=N/N=C/c1ccc(O)c(O)c1O)c1ccccc1)c1ccccc1	-46%	?	-22%	-3%	-3%	10	-7%	2.6%	-17%	-1%	29%
COc1ccc(S(=O)(=O)Nc2nnc(C(C)C)s2)cc1	0%	2%	2%	9%	-1%	2	-4%	0.5%	3%	-6%	-2%
CCCCOc1ccc(C(=O)NCCCC(=O)N2CCCCC2)cc1	1%	1%	27%	-1%	-1%	1	-8%	0.3%	20%	-7%	-1%
O=C(CSc1nnc(COc2ccc(Cl)cc2)o1)NC1CCCCC1	0%	0%	/	5%	17%	5	-9%	-0.9%	31%	-1%	4%
O=C1CCCc2ccccc2N1Cc1ccccc1	-16%	2%	5%	-11%	-4%	16	1%	-0.5%	-30%[inhibitor]	-17%	5%
CCCOC(=O)/C(=C\C=C\c1ccccc1)NC(=O)c1ccccc1	12%	4%	-2%	5%	-6%	?	1%	0.0%	0%	-1%	2%

Molecules listed so far that have an NH in an aromatic ring, in the order listed:
SMILES	BRCA1 expr up	USP2a block	ASM inhibitor	Eya2 inh	ELG1 genotoxic	TRPV1 ag	uPA surface inh	B2AR arrestin	Integrin act MD	TSG101-PTAP inh	p53 reactivator
Cc1cc(C)c2cc(C(=O)N3CCC(Cc4ccccc4)CC3)[nH]c2c1	-24%	0%	-1%	-15%	-6%	1	0%	-0.3%	-23%	0%	16%
CCN(CC)C(=O)[C@H]1C[C@H](CC(=O)NCC23CC4CC(CC(C4)C2)C3)C(=O)N2CCc3c([nH]c4ccc(Cl)cc34)[C@]12C	-73%	-2%	-12%	-5%	-6%	/	?	-0.3%	17%	-8%	6%
CCC(=O)N(Cc1cc(=O)[nH]c2ccccc12)C1CCCCC1	-35%	1%	-3%	9%	6%	-1	-1%	-0.9%	4%	-4%	2%
CC[C@]12c3[nH]c4ccc(Cl)cc4c3CCN1C(=O)[C@@H](CC(=O)NCCCOC)C[C@@H]2C(=O)N1CCN(C(=O)c2ccco2)CC1	8%	-7%	-1%	2%	9%	/	11%	-0.8%	-24%	-3%	-4%
CCN(CC)S(=O)(=O)c1cccc(-c2n[nH]c(=S)n2Cc2ccccc2)c1	-1%	0%	-2%	3%	-7%	2	-8%	0.1%	-9%	-3%	-5%
COCCn1c(C)cc(C(=O)CSc2ncn[nH]2)c1C	65%	-1%	2%	16%	12%	1	/	1.0%	0%	-3%	?
N#Cc1ccsc1NC(=O)CSc1ncn[nH]1	19%	0%	-1%	-6%	?	1	0%	0.2%	-3%	-9%	18%
COc1ccc(N(Cc2cc3cccc(C)c3[nH]c2=O)S(=O)(=O)c2ccc(Cl)cc2)cc1	-59%	2%	7%	-2%	-7%	2	-8%	0.4%	9%	4%	1%
